From PubChem
DT40 TDP1 no CPT = qHTS for Inhibitors of human tyrosyl-DNA phosphodiesterase 1 (TDP1): qHTS in cells in absence of CPT; actives 15% (n = 420,000); AID 686978, 2013; Potency, µM (titrated, usually from 46.2 µM), for inactives: top-dose activity change, negative = growth inhibition, actives largely listed as inhibitors; DT40 Tdp1-/- hTDP1 cells, no CPT, ATP luminescence, 48 h; further: nearly all actives have a fitted effect of over 55% in size
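DT40 Tdp1-/-;hTDP1 cells, no CPT (DMSO vehicle only), 400 cells/well; compounds pin-transferred; ≥48 hr, 37 °C; CellTiter-Glo 30 min RT dark, luminescence read.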
TDP1 block = inhibitors of human tyrosyl-DNA phosphodiesterase TDP1; actives 0.28% (n = 350,000); Potency, µM (doses to about 130 µM), for inactives: at the top dose activity change, negative = inhibition, actives largely listed as inhibitors; recombinant TDP1, AlphaScreen DNA substrate cleavage; Q9NUW8; AID 485290; further: nearly all actives have a fitted effect of over 40% in size
Target sequence (Q9NUW8 whole entry, looked up): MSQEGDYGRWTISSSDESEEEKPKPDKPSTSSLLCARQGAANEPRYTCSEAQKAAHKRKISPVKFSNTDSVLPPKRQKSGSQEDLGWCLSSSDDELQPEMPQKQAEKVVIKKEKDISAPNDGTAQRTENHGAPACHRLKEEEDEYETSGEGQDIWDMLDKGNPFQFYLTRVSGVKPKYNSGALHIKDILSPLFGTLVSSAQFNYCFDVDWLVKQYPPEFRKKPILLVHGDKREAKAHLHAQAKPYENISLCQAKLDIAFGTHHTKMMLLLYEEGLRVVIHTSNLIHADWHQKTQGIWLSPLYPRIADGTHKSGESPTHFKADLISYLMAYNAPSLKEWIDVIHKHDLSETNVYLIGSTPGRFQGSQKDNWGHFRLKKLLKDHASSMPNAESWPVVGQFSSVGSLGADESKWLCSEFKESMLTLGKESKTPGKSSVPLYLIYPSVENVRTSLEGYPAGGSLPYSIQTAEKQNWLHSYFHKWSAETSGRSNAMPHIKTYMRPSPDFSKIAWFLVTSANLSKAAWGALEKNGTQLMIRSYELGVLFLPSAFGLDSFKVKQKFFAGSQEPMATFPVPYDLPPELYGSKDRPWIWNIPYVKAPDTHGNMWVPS
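Recombinant human Tdp1 (E. coli-expressed, 1 nM final) preincubated with compounds 15 min at room temperature, then 5'-biotin/3'-phosphotyrosine-FITC DNA substrate (15 nM final) added for 5 min. AlphaScreen beads (10 ug/ml final) added 10 min; cleavage lowers signal.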
TDP1 cell CPT = DT40-hTDP1 cell growth loss with CPT; chicken DT40 Tdp1-/-;hTDP1 cells + 20 nM CPT, ATP luminescence, 48 h; Potency, µM (titrated, usually from 46.2 µM), for the others: at the highest dose activity change, negative = growth inhibition, most hits filed as inhibitors; actives 12% (n = 420,000); further: nearly all actives have a fitted effect of over 55% in size
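Chicken DT40 Tdp1-/- cells stably complemented with human TDP1 were seeded at 400 cells/well in medium containing 20 nM camptothecin, exposed to pin-transferred compounds, and grown at 37 °C for at least 48 hr. Viability was read as ATP luminescence.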
Numbers without * were called inactive; ? = inconclusive; · = no result given; [ ] = remark or other dose. The call rests on the fitted dose curve; in most records, active means well fitted curve in the direction sought with a large enough effect; inconclusive means small, poorly fitted or top-dose-only effect, or another doubt; inactive means no such curve, though single readings can be large; an effect the other way counts as inactive or inconclusive. On the % scale 0 is the no-effect control and ±100 the full control effect; potency means the concentration at half of the fitted maximal effect.

SMILES	DT40 TDP1 no CPT	TDP1 block	TDP1 cell CPT
C=C1CCC2[C@](C)(CO)[C@H](O)CC[C@@]2(C)[C@@H]1C/C=C1/C(=O)OC[C@H]1O (some centres undefined)	-27%[9.04 µM]	5%	14%[9.04 µM]
O=C(NNC(=O)c1cc(-c2ccc(Br)cc2)nc2ccccc12)c1csc(N2CCOCC2)n1	?	·	-10%
CCOC(=O)CSc1nc2c(sc(=S)n2-c2ccccc2)c(=O)[nH]1	-19%	3%	-12%
O=C(Nc1ccc2c(c1)OCCO2)C1c2ccccc2C(=O)N2CCc3ccccc3C12 (centres undefined)	-10%	-3%	4%
COC(=O)c1ccc(N2C(=O)c3cc(N4CCOCC4)c([N+](=O)[O-])cc3C2=O)cc1	-2%	3%	-11%
COc1ccc(CN(C)C(=O)c2cc(-c3ccc(OC)c(OC)c3)nc3ccccc23)c(OC)c1	18µM*	6%	16µM*
COc1ccc(NC(=O)c2cc(C3CCCCN3C(=O)c3ccccc3)on2)c(C)c1 (centres undefined)	9.2µM*	·	18µM*
Cc1nc2sc(C(c3cccc(F)c3)N3CC(C)OC(C)C3)c(O)n2n1 (centres undefined)	-24%	2%	-12%
CCOc1ccc(NC(=O)CN(C)C(=O)CSc2ccccc2)cc1OCC	-10%	3%	-19%
COc1cccc(CNc2nc3nc4c(c(=O)n3[nH]2)CCC4)c1	-5%	6%	7%
COC(=O)CNC(=O)C12CC3CC(C1)CC(c1ccc(C)cc1)(C3)C2	5%	-4%	-4%
COc1ccc2ccccc2c1CNCc1ccc(C)cc1	?	5%	?
COc1ccc(NC(=O)C2c3cc(OC)c(OC)cc3C(=O)N(C)C2c2cccnc2)cc1OC (centres undefined)	-24%	0%	-22%
COc1cccc(C2CCCN2Cc2nc(CCC(C)C)no2)c1 (centres undefined)	?	5%	?
COCCN(C(=O)CSc1nnc(-c2ccco2)n1C)c1c(N)n(CC(C)C)c(=O)[nH]c1=O	-5%	2%	6%
CC(=O)NC(CC(C)C)C(=O)O (centres undefined)	-5%	·	6%
O=C(NC(CC(=O)N1CCN(c2ccccc2)CC1)c1ccccc1)c1ccccc1 (centres undefined)	?	·	?
Cc1cc(=O)[nH]c2c1c(C)nn2C1CCOC(C)(C)C1 (centres undefined)	-9%	3%	1%
O=C(Nc1cnc2sccn2c1=O)c1ccc(Cl)cc1Cl	2%	5%	-2%
Cc1[nH]n(C)c(=O)c1[N+](=O)[O-]	12%	5%	1%
Cc1ccc(N/N=C2\COC(C)(C)CC2=O)cc1	4%	3%	0%
Cc1nc(OCC(=O)c2ccc(Cl)cc2)c(C#N)c2c1COC(C)(C)C2	?	3%	?
Cc1cc(Br)c(NC(=O)C(C)Sc2nnnn2C)c(Br)c1 (centres undefined)	4%	-1%[56.1 µM]	14%
CCOC(=O)c1c(NC(=O)CSc2nnnn2C)sc(C)c1-c1ccc(C)cc1	16µM*	6%	?
S=c1[nH]nc(-c2ccco2)n1/N=C/c1cccc(Cl)c1Cl	?	5%	-2%
O=C1Nc2ccccc2SC1c1ccccc1Cl (centres undefined)	-27%	·	-26%
Cc1oc(-c2cccc(Cl)c2)nc1CN1CCCC(C(=O)NCc2ccc(F)cc2)C1 (centres undefined)	5.8µM*	-1%	5.8µM*
COc1ccc(-c2ccc(SCC(=O)c3cccs3)nn2)cc1OC	16µM*	2%	?
NNC(=O)/C(=C/c1cccs1)NC(=O)c1ccccc1Cl	-4%	6%	2%
O=C(CCN1CCCCC1=O)NC1CCCc2c1cnn2-c1ccccc1F (centres undefined)	21%	4%	-16%

Part of the list above, limited to DT40 TDP1 no CPT.
| canonical_smiles | DT40 TDP1 no CPT |
| --- | --- |
| Cc1[nH]n(C)c(=O)c1[N+](=O)[O-] | 12% |
| Cc1ccc(N/N=C2\COC(C)(C)CC2=O)cc1 | 4% |
| Cc1nc(OCC(=O)c2ccc(Cl)cc2)c(C#N)c2c1COC(C)(C)C2 | ? |
| Cc1cc(Br)c(NC(=O)C(C)Sc2nnnn2C)c(Br)c1 (centres undefined) | 4% |
| CCOC(=O)c1c(NC(=O)CSc2nnnn2C)sc(C)c1-c1ccc(C)cc1 | 16µM* |
| S=c1[nH]nc(-c2ccco2)n1/N=C/c1cccc(Cl)c1Cl | ? |

Rewritten with two lines to a compound: 2 of the compounds above
Results follow in this order: DT40 TDP1 no CPT, TDP1 block, TDP1 cell CPT
- Cc1ccc(N/N=C2\COC(C)(C)CC2=O)cc1
→ 4%, 3%, 0%
- Cc1nc(OCC(=O)c2ccc(Cl)cc2)c(C#N)c2c1COC(C)(C)C2
→ ?, 3%, ?

Other entries follow:
SMILES	DT40 TDP1 no CPT	TDP1 block	TDP1 cell CPT
O=C(C[C@@H]1C/C=C\C[C@@H](Cc2ccc(F)cc2)C(=O)OC[C@@H](Cc2c[nH]c3ccccc23)NC1=O)NCCO	?	2%	?
O=C(Nc1cc(-c2nc3ncccc3o2)ccc1Cl)c1cccs1	21µM*	4%	?
CN(Cc1cn(Cc2ccc(C(F)(F)F)cc2)nn1)C1CN(Cc2cn(Cc3ccc(C(F)(F)F)cc3)nn2)S(=O)(=O)C1 (centres undefined)	4.6µM*	·	6.5µM*
CC1CC2=C(NC(=S)NC2c2cccc(F)c2)/C(=C/c2cccc(F)c2)C1 (centres undefined)	16µM*	8%	?
O=C1C=C(c2cc3ccccc3s2)C[C@@H](c2ccc(F)cc2)C1	?	1%	?
CCOc1cc(/C=N/NC(=O)CCn2nnc3ccccc32)ccc1O	-13%	4%	-20%
OCCC1CN(Cc2cccn2-c2ccccn2)CCN1C1CCCCC1 (centres undefined)	-13%	·	3%
COc1ccc(NC(=O)C2CCCN(C(=O)Nc3ccc(OC)cc3)C2)cc1 (centres undefined)	5%	·	12%
O=C(CSc1nnc(NC(=O)c2ccco2)s1)NCc1ccc2c(c1)OCO2	18µM*	-3%	-25%
O=C(Cn1cc(C(=O)C2CC2)c2ccccc21)NC1CCCC1	-4%	2%	0%
C(=C\c1cccs1)/c1ccccn1	0%	·	0%
CC(=O)Nc1ccc(C(=O)N2CCCCC2c2cc(C(=O)Nc3cccc(C#N)c3)no2)cc1 (centres undefined)	?	·	?
Cc1ccc(NC(=O)c2oc3c(c2C)-c2[nH]ncc2CC3)c(Cl)c1	?	17%	?
CC1/C(=N/O)CC(c2ccccc2)NC1c1ccccc1 (centres undefined)	?	0%	?
O=C(NCCC1CCCCN1S(=O)(=O)c1ccc(F)cc1)C(=O)NC1CCCC1 (centres undefined)	?	-7%	?

Part of the list above, with values under each structure.
The line under a structure holds: DT40 TDP1 no CPT, TDP1 block, TDP1 cell CPT
CC1/C(=N/O)CC(c2ccccc2)NC1c1ccccc1 (centres undefined)
→ ?, 0%, ?
O=C(NCCC1CCCCN1S(=O)(=O)c1ccc(F)cc1)C(=O)NC1CCCC1 (centres undefined)
→ ?, -7%, ?

(next part)
SMILES	DT40 TDP1 no CPT	TDP1 block	TDP1 cell CPT
O=C(O)c1cc(-c2cccnc2)nc2ccccc12	0%	·	1%
O=C1c2ccccc2C(=O)N1CCc1nc(-c2cccnc2)no1	1%	3%	-4%
Cc1ccc(Cl)cc1NC(=O)CSc1nc2ccccc2nc1Cc1ccccc1	?	0%	?
COc1ccccc1NS(=O)(=O)c1cccc(NC(=O)C(C)NC(=O)c2ccco2)c1 (centres undefined)	-9%	0%	-17%
c1ccc(CNc2nc(NCc3ccco3)nc(N3CCOCC3)n2)cc1	?	8%	?
Cc1ccccc1NC(=O)n1ncc2cc(Cl)ccc21	-19%	·	1%
Cc1nnc(N/N=C/c2ccccn2)[nH]c1=O	2.9µM*	8%	4.6µM*
CCn1cc(C(=O)OCC(=O)Nc2ccc(C(C)C)cc2)c(=O)c2ccc(C)nc21	-22%	5%	-26%
O=C(NS(=O)(=O)c1ccc(NC(=O)C2CCCO2)cc1)c1ccccc1 (centres undefined)	4%	0%	8%
CC(C)NC(=O)c1sc(=S)n2c1[nH]c(=O)c1ccc(C(=O)NCCc3ccc(Cl)cc3)cc12	?	·	?
COc1ccc(-n2nc([N+](=O)[O-])c(=NCCc3cccc(C)c3)n2O)cc1	?	14%	?
CCCc1nc2ccccc2n1C(CC)C(=O)NC(C)(C)C (centres undefined)	-9%	·	13%
COc1ccccc1OCCn1c(C(C)O)nc2ccccc21 (centres undefined)	-10%	1%	-21%
COc1ccc(-c2oc3ccc(N4CCOCC4)cc3c2C#CC2(O)CCCCC2)cc1	16µM*	·	?
CC(C)Oc1ccc(/C=C(\C#N)C(=O)NC2CC2)cc1	-15%	·	-16%

Among those listed so far, 2 have a COOH group:
SMILES	DT40 TDP1 no CPT	TDP1 block	TDP1 cell CPT
CC(=O)NC(CC(C)C)C(=O)O (centres undefined)	-5%	·	6%
O=C(O)c1cc(-c2cccnc2)nc2ccccc12	0%	·	1%

Remaining list, next part.
SMILES	DT40 TDP1 no CPT	TDP1 block	TDP1 cell CPT
N#CN=c1snc(-c2ccccc2Cl)n1-c1ccccc1Cl	?	·	?
CN(C(=O)c1cccc(NC(=O)Cc2ccc(NC(=O)C3CCN(C(=O)c4ccccc4)CC3)cc2)c1)C1CC1	-13%	·	-12%
C/C(=N\O)C(=O)Nc1ccccc1	-4%	0%	-9%
CCNC(=O)C1(C)CCN(C(=O)c2c(-c3ccccc3)noc2C)C1 (centres undefined)	-2%	·	-22%
COC(=O)c1ccc(N2CCN(C)CC2)c(NC(=O)COc2ccc(OC)cc2)c1	-25%	6%	21µM*
CCCCN(CC)CCNC(=O)CNC(=O)Cn1ccc2ccccc2c1=O	-3%	-3%	5%
COc1cc2ncnc(NCc3ccc(Cl)cc3)c2cc1OC	?	-3%	?
COc1ccc(NC2=NC(=S)N(c3ccc(C)cc3)C23CCCCC3)cc1	?	-14%	?
COc1ccccc1NC(=O)C1=C(C)Nc2nc(-c3ccco3)nn2C1c1ccccc1 (centres undefined)	?	·	?
CN(C(=O)c1ccc(-c2nn(C)c(=O)c3ccccc23)cc1)C1CCCCC1	16µM*	·	13µM*
COc1cccc(CNC(=O)C(=O)NCC(c2ccc3c(c2)OCO3)N2CCOCC2)c1 (centres undefined)	-29%	7%	0%
c1ccc(NN=C2c3ccccc3-c3ccccc32)cc1	?	·	?
CCOC(=O)c1cc(C#N)c(N2CCCCC2)nc1-c1ccccc1	?	·	-9%
COCCOc1cc2ncnc(N3CCC(C(=O)O)CC3)c2cc1OCCOC	-3%	-6%	0%
CCOC(=O)c1c(C)[nH]c(CCC(=O)Nc2c(Cl)cc(OC)cc2OC)c1C	?	11%	?
COC(=O)c1c(NC(=O)CN2CCN(C(=O)c3ccco3)CC2)c2c(C)cccc2n1C	?	5%	-19%
CCN(CC(=O)Nc1sc2c(c1C#N)CCC(C)C2)CC(=O)NC1CCS(=O)(=O)C1 (centres undefined)	?	7%	-16%
COc1ccccc1C(=O)Nc1cccc2cccnc12	?	-6%	?
CC(C)(C)c1ccc(C(=O)NCC(=O)OCC(=O)N2CCN(S(=O)(=O)c3ccc(Cl)cc3)CC2)cc1	?	2%	?
CCOCCn1ccc2c(OCC(=O)Nc3ccc(OC(F)(F)F)cc3)cccc2c1=O	?	-3%	-26%
Cc1ccc(NC(=S)NCc2ccccc2Cl)c(C)c1	21µM*	6%	23µM*
CCCOC(=O)CCn1c(=S)oc2ccccc21	2%	2%	-8%
CCOC(=O)c1c(C)n(-c2ccc(C)cc2)c2ccc(OCC(O)CNCC3CCCO3)cc12 (centres undefined)	18µM*	1%	16µM*
O=C1CN(C(=O)c2ccco2)C(c2ccccc2)c2cc(Cl)ccc2N1 (centres undefined)	16µM*	8%	16µM*
CNC(=O)c1ccc(OCc2ccccc2)c(OC)c1	2%	7%	1%
COc1ccc2nc(SCC(=O)Nc3ccc4c(c3)OCCO4)[nH]c2c1	-21%	2%	-5%
CCOC(=O)c1cc(OCc2csc(-c3ccccc3)n2)cc(C(=O)OCC)c1	-27%	·	-27%
CCc1ccc(NC(=O)CN2C(=O)c3cccc4cccc2c34)cc1	-29%	2%	-19%
S=c1[nH]nc(Cn2c(-c3ccccn3)nc3ccccc32)n1-c1ccc2c(c1)OCCO2	-20%	·	13%
COc1ccc(CCNC(=O)c2cc(C3CC3)nc3c2cnn3C(C)C)cc1	18µM*	-3%	?
Cc1ccc(NC(=S)NC(=O)c2cncc(Br)c2)c(C)c1	-21%	·	1%
O=C(Oc1ccc(/C=N/NC(=O)c2ccccn2)cc1)c1ccc(Br)cc1	25%	·	1%
CCOC(=O)c1ccc(NC(=O)C(CC)(CC)C(=O)OCC)cc1	-25%	2%	-14%
NC(=O)C[C@H]1NC(=O)[C@H](CCC(=O)O)NC(=O)c2cc([N+](=O)[O-])cc(I)c2NCCC[C@@H](C(N)=O)NC1=O	-15%	3%	-8%
CCn1c(C)cc(/C=C2/SC(=O)N(CC(=O)N3CCCC3)C2=O)c1C	-24%	·	-4%
CC1(c2ccc3c(c2)OCO3)NC(=O)N(CC(=O)Nc2ccccc2[N+](=O)[O-])C1=O (centres undefined)	12%	7%	-2%

No enrichment for hits; overall some 18% were active at least once.
